DRD3 antagonist: D3 dopamine receptor (human) antagonism | D3R cells, DiscoveRx beta-arrestin luminescence, antagonist mode; hits give low values | max response, negative = inhibition, % | actives 2.5% (n = 360,000) | AID 652054; in the data active = max response below about -50%; inconclusive = no clear call, values can overlap the other calls; note: % is set by controls: 0 for no effect and ±100 for the full control effect; mostly tested at two doses, the higher about 12 µM
Target sequence (P35462 whole entry, looked up): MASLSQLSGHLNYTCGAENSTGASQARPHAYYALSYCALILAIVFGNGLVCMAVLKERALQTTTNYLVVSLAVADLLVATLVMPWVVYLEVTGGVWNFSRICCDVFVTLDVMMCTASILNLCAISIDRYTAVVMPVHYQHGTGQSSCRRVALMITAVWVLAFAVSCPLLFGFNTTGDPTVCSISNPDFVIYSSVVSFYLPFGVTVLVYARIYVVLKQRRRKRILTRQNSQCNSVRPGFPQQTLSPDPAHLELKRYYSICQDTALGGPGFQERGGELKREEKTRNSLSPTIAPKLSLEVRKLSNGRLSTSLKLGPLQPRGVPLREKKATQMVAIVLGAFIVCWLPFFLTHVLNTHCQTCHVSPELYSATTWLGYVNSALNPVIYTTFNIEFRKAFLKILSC
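Cells plated overnight at 1500 cells/well, then exposed to library compounds with dopamine controls for 90 minutes at 37 degrees C. DiscoveRx reagent added for 30–60 minutes at room temperature; luminescence read, quantitative HTS format.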
EPAC2 agonist: agonists of human EPAC2 (RAPGEF4); Potency, µM (top dose mostly 154 µM), without a hit: at the top dose activation, actives largely listed as activators; EPAC2 activation, biochemical qHTS; response scale: 100% = 6.5 mM cAMP response; actives 0.079% (n = 360,000); note: potency is the fitted concentration of half-maximal effect; nearly all actives have a fitted effect of over 50% in size
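Compounds were titrated in qHTS against a Rap1B-BODIPY-GDP (250 nM) complex with EPAC2 (100 nM) and GDP (50 uM). BODIPY-GDP release tracked at 480/540 nm over 30 min at room temperature, normalized to 6.5 mM cAMP.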
Abeta rescue: compounds reversing amyloid beta toxicity in yeast; yeast expressing A-beta42, growth rescue, OD600, 48 h; response scale: 0% DMSO, 100% iron-clioquinol control; Potency, µM (top dose mostly 46.1 µM), for inactives: top-dose growth rescue, usual class: activators; actives 0.063% (n = 410,000); AID 1347071; note: potency is the fitted concentration of half-maximal effect; nearly all actives have a fitted effect of over 55% in size
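Yeast growth medium received pinned compounds, then yeast cells expressing toxic A-beta were added; plates incubated at 30 C for 48 hr. Growth read as absorbance at 600 nm, normalized to DMSO and equimolar FeCl3 plus clioquinol controls.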
EPAC2 antag: blocks human EPAC2 exchange factor; EPAC2 GEF exchange of Rap1B-BODIPY-GDP, fluorescence; Q8WZA2; Potency, µM (doses to about 114 µM), without a hit: at the top dose activity, negative = inhibition, hits mostly inhibitors; actives 0.18% (n = 360,000); note: potency is the fitted concentration of half-maximal effect; % is set by controls: 0 for no effect and ±100 for the full control effect; nearly all actives have a fitted effect of over 45% in size; many of its hits are not listed in these tables
FUS yeast rescue: suppressors of FUS proteinopathy in yeast; S. cerevisiae FUS-expressing, growth rescue, OD600, 24 h; Potency, µM (series often up to 76.6 µM), for inactives: top-dose growth rescue (activation), usual class: activators; actives 0.24% (n = 390,000); AID 1347120;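 note: potency is the fitted concentration of half-maximal effect; plate controls were DMSO vehicle for no effect and reference control for full effect; nearly all actives have a fitted effect of over 55% in size; some results filed as inactive show a strong effect at the top dose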
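Cultures pregrown in 2.5% raffinose medium are shifted to minimal medium containing 2% galactose to express toxic FUS. Compounds are tested at several concentrations. After 24hr at 30C, growth is quantified at 600 nm absorbance.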
TDP-43 yeast inh: rescues yeast growth from TDP-43 toxicity. Potency, µM (top dose mostly 46.1 µM), without a hit: at the highest dose growth rescue (activation), hits mostly activators. TDP-43 expressing yeast growth rescue, BacTiter-Glo, 24 h. AID 652104. actives 1.8% (n = 410,000); note: potency is the fitted concentration of half-maximal effect; % of control where 0% means no effect; nearly all actives have a fitted effect of over 50% in size
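Readout is BacTiter-Glo luminescence of cell growth, so inhibitors register as activators. TDP-43-expressing yeast at OD600=0.02 in galactose medium, after raffinose pregrowth to mid-log, were incubated with compound for 24 hr at 30 deg C.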
aSyn yeast inh: inhibitors of alpha-synuclein toxicity in yeast; Yeast expressing alpha-synuclein, growth rescue, BacTiter-Glo, 24 h; actives 0.14% (n = 370,000); Potency, µM (titrated, usually from 46.1 µM), for the others: at the highest dose growth rescue (activation), most hits filed as activators; note: potency is the fitted concentration of half-maximal effect; % of control where 0% means no effect; nearly all actives have a fitted effect of over 65% in size
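Galactose-induced alpha-syn yeast (OD600=0.02, raffinose-pregrown) + pinned cpd, 24 hr, 30 deg C; growth by BacTiter-Glo luminescence. Growth restoration scores as activation.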
DRD3 agonist: D3 dopamine receptor (human) agonism | max activation, % | actives 0.58% (n = 410,000) | AID 652048 | P35462 | D3R DiscoveRx beta-arrestin cells, luminescence, 90 min; in the data active = max activation above about 30%; note: 0% is about no effect; mostly tested at two doses, the higher about 12 µM
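Cells at 1500/well, incubated overnight, then treated with pinned compounds (dopamine as control) for 90 min at 37 degrees C. DiscoveRx reagent added for 30 - 60 minutes at room temperature; luminescence read.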
* hit, by the source's call; ? = inconclusive; nt = not tested or not shown; & = joins results of further samples; [ ] = dose if it differs, or a comment. Unless noted, calls come from the whole dose curve; as a rule, active = well fitted curve in the direction sought with a large enough effect; inconclusive = small, poorly fitted or top-dose-only effect, or another doubt; inactive = no such curve, though single readings can be large; an effect the other way counts as inactive or inconclusive. Only part of the results is shown (hit frequency here may not be typical).

SMILES | DRD3 antagonist | EPAC2 agonist | Abeta rescue | EPAC2 antag | FUS yeast rescue | TDP-43 yeast inh | aSyn yeast inh | DRD3 agonist
Cc1cc(Br)c(S(=O)(=O)NCc2cccnc2)cc1C | -5.0 | 7.0% | 14.3% | -6.7% | -13.8% | 6.7% | -2.7% | 1.0
Nc1cc2c(cc1Cl)-c1ccccc1C2 | 6.7 | 4.1% | -44.0%[inhibitor] | -4.7% | nt | 12.6µM* | 15.7% | 1.2
COC(=O)[C@@]1(Cc2ccc(F)cc2)[C@H]2c3cc(C(=O)N4CCCC4)n(Cc4ccc(C(F)(F)F)nc4)c3C[C@H]2CN1C(=O)c1ccccc1 | 3.2 | 10.0% | 6.7% | -1.2% | ? | 17.9% | 5.4% | -5.3
O=C(COC(=O)/C=C/c1cccc(Cl)c1)NC(=O)NCc1ccccc1 | 12.3 | -0.8% | 2.0% | 1.8% | -2.3% | 8.7% | 1.6%[1.84 µM] | -6.8
O=[N+]([O-])c1ccccc1OCCOCCOc1cccc2cccnc12 | -3.0 | 0.9% | -10.5% | -2.0% | nt | 15.8% | -0.3% | -1.7
Cc1cccc(/C=N/NC(=O)Cn2nc(C)cc2C)n1 | -12.8 | 12.0% | -3.8% | 0.7% | 3.6% | 14.4% | -0.1% | 1.9
CC(C(=O)Nc1ccc(S(=O)(=O)N2CCCC2)cc1)N1CCN(c2ccccc2O)CC1 (stereo not given) | 10.5 | 10.8% | -2.3% | 12.5% | 12.9% | 3.8% | -6.0% | 8.1
Cc1c(Cl)cccc1NC(=O)c1cccc(NC(=O)N2CCSc3ncccc32)c1 | nt | nt | 4.9% | nt | 6.8% | 14.4% | nt | 5.3
O=S(=O)(c1cccc(-c2cn3ccccc3n2)c1)N1CCCCC1 | -1.7 | 7.6% | -21.6% | 0.7% | 17.3% | 12.4% | -6.5% | -13.8
C=CCSc1nc2c(c(=O)[nH]c(=O)n2C)n1C/C=C(/C)Cl | 10.7 | -15.1% | 1.8% | 7.4% | -27.3% | 3.3% | 0.1% | 8.0
Cc1cc2c3c(c1C)C1(C(=O)N3C(C)(C)CC2C)C(C#N)=C(N)OC2=C1C(=O)CC(C)(C)C2 (stereo not given) | -12.6 | 1.1% | -6.8% | -3.7% | -1.2% | -2.3% | -0.4% | -10.4
COc1ccc(CSc2nnc(-c3ccncc3)n2N)cc1 | 0.9 | 2.3% | 7.9% | -6.3% | 6.7% | 1.6% | 4.3% | -11.7
COc1ccc(S(=O)(=O)NCc2cccnc2)cc1OC | 7.5 | 4.1% | -3.3% | -17.5% | -22.4% | 4.8% | -0.1% | -0.8
CCc1ccc(N2C(=O)C(Cl)=C(Nc3ccc(C(=O)N4CCCC4)cc3)C2=O)cc1 | -57.1* | 10.2% | 5.2% | -12.2% | 20.0% | 16.3% | 21.0% | -13.7
NC(=O)CC(NC(=O)Cc1ccc(Br)cc1)c1ccc(NCCN2CCCCC2)c([N+](=O)[O-])c1 (stereo not given) | -21.4 | 2.0% | -7.6% | 11.9% | -8.7% | 24.2% | -8.8% | 6.8
COc1cccc2sc(N)nc12 | ? | 12.7% | -13.8% | -6.2% | -16.4% | 7.8% | 10.0% | -1.2
CC(=O)c1cccc(NC(=O)Cc2ccc(NC(=O)N3CCCCc4ccccc43)cc2)c1 | nt | nt | 0.5% | nt | 26.1% | 0.0% | nt | -1.7
COc1ccc(C(CNC(=O)c2ccc(S(=O)(=O)N(C)C)cc2)N2CCCCC2)cc1 (stereo not given) | 2.8 | 6.6% | -7.8% | ? | 10.6% | 20.6% | 0.8% | -1.6
O=C(Cc1ccc(Br)cc1)Nc1cccc(S(=O)(=O)N2CCOCC2)c1 | -9.8 | 3.0% | 7.5% | -14.1% | 32.1% | 11.5% | 2.0% | 0.3
CCOC(=O)N1CCN(C(=O)c2ccc(NS(=O)(=O)c3ccc(F)cc3)cc2)CC1 | 3.1 | -7.5% | 0.4% | 9.3% | 9.4% | 5.9% | 1.9% | 0.9
C=CCn1c(/N=C/c2ccc(OC)cc2)nc2ccccc21 | 6.6 | 11.7% | 5.7% | -11.4% | 11.0% | 9.7% | 1.2% | -0.9
CCOc1cc(CNc2ccc(O)cc2)ccc1OCc1ccc(Cl)cc1Cl | -12.4 | 7.4% | -13.7% | 35.5µM* | nt | ? | -1.3% | 2.5
Cc1cc(C)nc(N/N=C/c2ccco2)n1 | -19.8 | 7.3% | 27.2% | 8.8% | 9.4% | -15.1% | -11.1% | 3.4
O=C(NCCN1CCOCC1)c1cc(Cl)ccc1Cl | -23.7 | 9.4% | -1.8% | 3.9% | -18.2% | -5.3% | -1.4% | -8.0
COc1ccccc1NNC(=O)c1cccnc1Oc1ccccc1 | 3.9 | 9.4% | -0.3% | -1.5% | 4.8% | 3.3% | -0.1% | 3.9
O=S(=O)(c1ccc(F)cc1)n1cnc2ccccc21 | 12.7 | 1.6% | -8.7% | -6.4% | -0.1% | 24.6% | 2.0% | 8.1
S=c1[nH]nc(-c2ccc(Cl)cc2)n1-c1cccnc1 | -20.5 | 2.8% | 0.3% | -2.5% | 9.2% | -5.0% | -2.5% | 2.6
CCCC1(C(=O)OC)NC(c2ccc(OC)c(OC)c2)C2C(=O)N(c3ccc4c(c3)OCO4)C(=O)C21 (stereo not given) | -5.9 | 8.1% | -3.7% | -2.2% | 29.1% | 13.9% | -1.3% | 1.6
Cn1cc2ccc([N+](=O)[O-])cc2n1 | 2.3 | 7.8% | 3.1% | 1.0% | 2.5% | 6.1% | 4.3% | 5.3
N#Cc1ccc(-c2nc3c(Cl)cc(C(F)(F)F)cn3c2Cc2ccsc2)cc1 | -11.5 | -1.7% | -6.6% | -9.3% | -3.4% | 10.1% | -7.0% | -4.7
C[C@H](Nc1ccc(C(F)(F)F)cc1[N+](=O)[O-])C(=O)O | -2.9 | 9.6% | nt | 0.4% | -16.9% | 7.3% | -2.5% | -1.6
COCCN(C(=S)Nc1cccc(OC)c1)C1CCN(C(C)C)CC1 | -13.2 | 7.5% | -6.6% | -7.2% | 1.7% | 12.0% | -4.2% | 0.7
CCn1c(SCC(=O)Nc2nc(-c3ccccc3)cs2)nnc1-c1ccccc1 | -7.7 | 20.5% | -15.1% | -11.9% | 3.3% | -13.8% | -1.9% | 9.3
COc1cc(C(=O)Nc2cc3c(cc2C)n(C)c(=O)c(=O)n3C)cc(OC)c1OC | nt | nt | -1.4% | nt | 0.4% | -3.3% | nt | -11.2
CC(=O)Nc1ccc(C(=O)CSc2nnc(-c3ccccc3F)n2CCc2ccccc2)cc1 | 9.4 | 17.5% | nt | -5.9% | ? | 9.6% | 2.4% | -1.2
COc1cc2c(cc1OC)CN(CC(=O)Nc1ccc(C#N)cc1)CC2 | -23.7 | 12.7% | 18.0% | -11.0% | 44.1% | -6.8% | 0.5% | -0.6
Cc1cccc(-c2nc(-c3ccncc3)no2)c1 | 15.4 | 6.6% | -2.4% | -2.8% | 3.9% | ? | 13.3% | 23.8
O=C(O)c1ccc2c(c1)OCCOCCOCCOCCOCCO2 | 5.6 | 1.9% | -14.7% | -0.1% | -10.6% | 15.2% | 2.9% | -0.9
COc1ccc(S(=O)(=O)N(C)[C@H]2C[C@H]3c4cc(-c5ccccc5)ccc4CCN3C(=O)[C@H]2[C@H](C)O)cc1 | 8.0 | 13.0% | 2.8% | 2.1% | 26.6% | 20.8% | ? | 0.9
Cc1ccc(CN(Cc2cccnc2)C(=S)Nc2cccc(Cl)c2C)cc1 | 14.3 | -2.2% | 11.2µM* | -7.6% | 13.9% | ? | -6.1% | 2.0
CC(=O)c1cccc(NC(=O)CCS(=O)(=O)c2ccc(Br)s2)c1 | -23.7 | 14.7% | -15.0%&-6.5% | 0.5% | 12.8%&-1.0% | 0.2%&17.1% | 9.2% | -0.8&7.9
CCOC(=O)c1cccnc1SC(CC)C(=O)N1CCOCC1 (stereo not given) | -10.3 | 2.8% | -6.7% | -3.5% | 27.9% | -23.3% | 4.2% | -5.8
CCC(C)(C)NC(=O)C(c1ccccc1)N(Cc1cccs1)C(=O)Cn1nnc2ccccc21 (stereo not given) | 11.2 | -14.8% | -3.7% | 8.1% | 2.4% | 4.8% | 3.5% | -5.9
CCc1ccccc1NC(=O)CNCC(=O)Nc1ccccc1CC | -6.4 | 6.3% | -24.5% | -6.8% | -14.7% | -25.5% | -3.4% | -6.1
COC(=O)c1ccccc1NC(=O)c1cc(-c2ccco2)on1 | 0.2 | 11.9% | -1.3% | -8.5% | 12.0% | -7.7% | -2.9% | 8.9

2 consecutive records out of the list so far, for reference:
SMILES | DRD3 antagonist | EPAC2 agonist | Abeta rescue | EPAC2 antag | FUS yeast rescue | TDP-43 yeast inh | aSyn yeast inh | DRD3 agonist
C[C@H](Nc1ccc(C(F)(F)F)cc1[N+](=O)[O-])C(=O)O | -2.9 | 9.6% | nt | 0.4% | -16.9% | 7.3% | -2.5% | -1.6
COCCN(C(=S)Nc1cccc(OC)c1)C1CCN(C(C)C)CC1 | -13.2 | 7.5% | -6.6% | -7.2% | 1.7% | 12.0% | -4.2% | 0.7

Next part
SMILES | DRD3 antagonist | EPAC2 agonist | Abeta rescue | EPAC2 antag | FUS yeast rescue | TDP-43 yeast inh | aSyn yeast inh | DRD3 agonist
CCOC(=O)N1CCN(C(=O)C(=O)NN)CC1 | 7.6 | 6.6% | -12.0% | 4.3% | 2.2% | -5.5% | 0.0% | 3.1
Cc1c(C(=O)Nc2cc(F)ccc2F)sc2nc3n(c(=O)c12)CCCCC3 | 7.2 | -14.9% | 4.9% | -10.7% | 29.5% | 6.3% | -1.4% | 3.2
Cn1c(=O)c2c(SCC(=O)Nc3cccc(F)c3)nc(-c3ccco3)nc2n(C)c1=O | 4.2 | 2.6% | -0.3% | 1.4% | nt | 4.3% | -0.5% | 1.0
Oc1ccc(NC(=S)Nc2ccccc2)cc1 | -4.6&16.5 | -7.2%&-6.5% | -1.9%&6.3% | -20.2%&12.7% | -28.9% | -1.5%&1.5% | 1.2%&2.7% | 1.3&1.4
Cc1ccsc1C(=O)OCC(=O)NCC1CCCO1 (stereo not given) | -5.5 | 7.2% | 14.5% | -19.5%[57.1 µM] | -2.8% | -4.7% | 1.0% | -6.1
COC(=O)c1cccc(NS(=O)(=O)c2ccc(OC)c(OC)c2)c1C | 20.9 | 3.0% | 7.6% | 11.9% | 10.3% | -26.5% | 0.7% | 9.9

Bioassay records deposited in PubChem by National Center for Advancing Translational Sciences (NCATS).
